# Compound activity from PubChem.
# M. tuberculosis: growth inhibition of non-replicating M. tuberculosis (AID 488890); Mycobacterium tuberculosis non-replicating, growth inhibition; higher % means a stronger effect; 0.39% of 320,000 active; one-dose inhibition, % at 25 µM; IC50 in µM for titrated hits; in the data active means a potency from the dose series; inconclusive means inhibition mostly from about 82% at the one dose, without a potency; inactive means the rest, 99 in 100 with inhibition below about 76%;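 further: plate controls were DMSO cells for no effect and high antibiotic wells for full effect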
# Salmonella PhoP GFP: Inhibition of PhoP regulon, Salmonella typhi GFP reporter cells, confirmation, 4 h (AID 1850). Salmonella Typhi PhoP-promoter GFP reporter, fluorescence, 4 h; higher % means a stronger effect. one-dose inhibition, % at 50 µM; IC50 in µM for titrated hits. 0.33% of 310,000 active; in the data active means a potency from the dose series; inconclusive means inhibition mostly from about 25% at the one dose, without a potency; inactive means the rest, 99 in 100 with inhibition below about 19%;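 further: 0% = induced wells with vehicle and 100% = uninduced wells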
# H37Rv inhibition: M. tuberculosis growth inhibition, HTS (AID 449762); M. tuberculosis H37Rv growth inhibition, 7H9 media; higher % means a stronger effect; one-dose inhibition, % at 25 µM; IC50 in µM for titrated hits; 0.59% of 330,000 active; in the data active means a potency from the dose series; inconclusive means inhibition above about 70% without an active follow-up result;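 further: bacterial growth assessed after seven days of incubation; strong numbers were not always called active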
# H1N1 NS1A inhibition: NS1A inhibition, H1N1 influenza, cell based functional assay (AID 504329); NS1A functional cell-based assay, percent inhibition; higher % means a stronger effect; one-dose inhibition, % at 12.5 µM; IC50 in µM for titrated hits; 0.3% of 340,000 active; in the data active means a potency from the dose series; inconclusive means inhibition above about 27% without an active follow-up result; further: strong numbers were not always called active
# inhibitors of VEEV: inhibitors of VEEV TC-83 cytopathic effect, confirmation, Vero cells (AID 588727). Vero cells, VEEV TC-83 cytopathic effect inhibition; higher % means a stronger effect. one-dose inhibition, % at 20 µM; IC50 in µM for titrated hits. 0.13% of 350,000 active; in the data active means a potency from the dose series; inconclusive means inhibition mostly from about 14% at the one dose, without a potency; inactive means the rest, 99 in 100 with inhibition below about 12%; further: strong numbers were not always called active
# inhibitors of VEEV 10K pilot screen: recorded beside inhibitors of VEEV, whose call it bears; inhibition, %; measured here: 10K pilot screen inhibition
# Starred values were filed as active, the others as inactive; i = inactive; ? = inconclusive; . = not tested or not shown.
SMILES,M. tuberculosis,Salmonella PhoP GFP,H37Rv inhibition,H1N1 NS1A inhibition,inhibitors of VEEV,others
COc1cccc(CN(C)C(=O)CN2C(=O)NC(c3ccccc3)(c3ccccc3)C2=O)c1,45%,.,-4%,-11%,1.9%,
CCc1ccc(NC(=O)CNC(=O)[C@@H]2Cc3ccccc3CN2C(=O)OC(C)(C)C)cc1,18%,-16%,5%,-4%,6.1%,
Cn1c(N)c(C(=O)COC(=O)c2cc(S(=O)(=O)N3CCCCC3)ccc2Cl)c(=O)n(C)c1=O,-1%,-6%,-6%,-5%,0.7%,
Cn1cccc1Cc1nnc(SCC(=O)N2CCOCC2)n1CCc1ccccc1,5%,-9%,-6%,7%,0.5%,
CCn1c(-c2ccccn2)nc2cc(S(=O)(=O)N(C)C)ccc21,1%,7%,4%,-2%,1.3%,
Cc1ccccc1-c1nnc(-c2ccccc2C)o1,16%,-6%,11%,-2%,3.7%,
CN(C)S(=O)(=O)c1cc(NC(=O)COC(=O)Cc2ccc(Br)cc2)ccc1Cl,22%,-9%,5%,-5%,0.0%,
CCOc1ccc(/C=C2\SC(=S)N(C)C2=O)cc1OC,1%,3%,-15%,.,3.9%,
COC(=O)c1ccc(Nc2cc(C)nc3ncnn23)cc1,8%,3%,-4%,-5%,3.1%,
Cc1ccc(S(=O)(=O)N2CCN(C(=O)c3ccc(N4CCCCC4)c([N+](=O)[O-])c3)CC2)cc1,24%,-3%,7%,21%,4.4%,
C[C@H](NS(=O)(=O)c1ccccc1F)C(=O)OCC(=O)N1CCc2ccccc21,11%,-3%,4%,4%,0.1%,
CCOc1ccc(OCC)c(S(=O)(=O)N2CCCCC2C)c1 (stereo not drawn),22%,7%,-8%,2%,i,
CCOC(=O)c1c(NC(=O)CSc2cccc[n+]2[O-])sc(C(=O)Nc2ccccc2)c1C,14%,0%,-2%,-4%,3.6%,
COC(=O)c1ccc(NC(=O)c2cc[n+]([O-])cc2)cc1,2%,0%,-5%,-2%,0.5%,
CCOC(=O)c1ccc(-n2ccnc2)c(NC(=O)c2cccc(Br)c2)c1,-2%,1%,-1%,1%,0.3%,
CCOC(=O)c1ccc(NC(=S)NC(=O)C2CCCC2)cc1,?,9%,?,18%,1.8%,
O=[N+]([O-])c1cccc(C2(O)COc3ccccc3O2)c1 (stereo not drawn),2%,0%,4%,1%,i,
COc1cc(NC(=O)C2CCCCC2)c(OC)cc1NC(=O)c1ccco1,40%,2%,67%,-3%,0.1%,
O=C(N/N=C/c1cccc2ccccc12)c1cccc(F)c1,?,-7%,-8%,-4%,8.2%,
Cc1sc2nc(SCC(=O)C(C)(C)C)n(Cc3ccco3)c(=O)c2c1C,33%,-2%,9%,5%,1.9%,
COc1cccc(-c2cc(C(=O)Nc3cc(C)nn3-c3ccccc3)no2)c1,4%,-12%,2%,-5%,6.2%,
COc1ccc(CCNC(=O)C(CC(C)C)NC(N)=O)cc1 (stereo not drawn),4%,4%,1%,-10%,0.1%,
COc1cccc(C2=CC(c3ccccc3)n3ncnc3N2)c1 (stereo not drawn),14%,-21%,12%,.,.,
O=C(Cn1[nH]c(=O)c2ccccc2c1=O)Nc1cccc(S(=O)(=O)N2CCCCCC2)c1,-4%,1%,0%,-6%,1.4%,
O=S(=O)(c1ccc(N2CC=C(c3ccccc3)CC2)nc1)N1CCCC1,34%,-11%,-11%,3%,0.2%,inhibitors of VEEV 10K pilot screen=0.8

# 4 records drawn at random from the list so far:
SMILES,M. tuberculosis,Salmonella PhoP GFP,H37Rv inhibition,H1N1 NS1A inhibition,inhibitors of VEEV,others
Cc1ccc(S(=O)(=O)N2CCN(C(=O)c3ccc(N4CCCCC4)c([N+](=O)[O-])c3)CC2)cc1,24%,-3%,7%,21%,4.4%,
CCOC(=O)c1ccc(-n2ccnc2)c(NC(=O)c2cccc(Br)c2)c1,-2%,1%,-1%,1%,0.3%,
O=C(N/N=C/c1cccc2ccccc12)c1cccc(F)c1,?,-7%,-8%,-4%,8.2%,
CCn1c(-c2ccccn2)nc2cc(S(=O)(=O)N(C)C)ccc21,1%,7%,4%,-2%,1.3%,

# 2 neighbouring records already listed, quoted:
SMILES,M. tuberculosis,Salmonella PhoP GFP,H37Rv inhibition,H1N1 NS1A inhibition,inhibitors of VEEV,others
O=C(Cn1[nH]c(=O)c2ccccc2c1=O)Nc1cccc(S(=O)(=O)N2CCCCCC2)c1,-4%,1%,0%,-6%,1.4%,
O=S(=O)(c1ccc(N2CC=C(c3ccccc3)CC2)nc1)N1CCCC1,34%,-11%,-11%,3%,0.2%,inhibitors of VEEV 10K pilot screen=0.8

# Going on with the list.
SMILES,M. tuberculosis,Salmonella PhoP GFP,H37Rv inhibition,H1N1 NS1A inhibition,inhibitors of VEEV,others
O=C(OCC(=O)N1CCCc2ccccc21)C1CCN(S(=O)(=O)c2cccs2)CC1,14%,-6%,-4%,-7%,0.7%,
Cc1ccc(CNC(=O)[C@H](C)NC(=O)C2CCN(C(=O)[C@@H](N)CC(C)C)CC2)cc1,-5%,7%,-4%,-4%,0.0%,
O=C(CSC1=NCCS1)Nc1cccc(F)c1,?,-3%,58%,-16%,2.8%,
C/C=C/C(=O)Nc1nnc(C(C)C)s1,-11%,2%,-4%,1%,1.0%,
COC(C(=O)N/N=C/c1ccc(OCC(=O)N2CCOCC2)cc1)c1ccccc1 (stereo not drawn),-15%,15%,1%,2%,0.7%,
O=C(N/N=C/c1ccccn1)c1cccs1,?,72µM*,?,18%,0.5%,
CCN(CC)C(=O)Cn1cc(SCC(=O)NCc2ccco2)c2ccccc21,4%,11%,-6%,-1%,i,
COc1ccc(N(CC(=O)Nc2cc(Cl)ccc2C)S(=O)(=O)c2c(C)n[nH]c2C)cc1,16%,-13%,46µM*,4%,8.9%,
COc1cccc2sc3ccc(C#CC4(O)CCCCC4)cc3c(=O)c12,29%,-13%,48%,1%,8.2%,
COc1ccc(NS(=O)(=O)c2cccc(C(=O)N/N=C/c3ccccn3)c2)cc1,21%,10%,20%,8%,0.4%,
O=C(Nc1cccc(S(=O)(=O)N2CCOCC2)c1)c1ccc(Cl)nc1,26%,.,-2%,2%,12%,
CC(=O)OC(C[N+]1(C)CCCCCC1)c1ccccc1 (stereo not drawn),-4%,-6%,10%,-7%,0.8%,
CC[C@@H]1CC=C[C@H]2[C@H]1C(=O)N(Cc1ccccc1)[C@H]2c1ccoc1,62%,14%,-4%,0%,?,
CCOC(=O)c1[nH]nc(-c2c(O)cc(C)cc2O)c1-c1csc(C)n1,-2%,14%,0%,3%,0.9%,
COc1ccc(OC)c(-c2cc(C(=O)Nc3c(C)n(C)n(-c4ccccc4)c3=O)no2)c1,-28%,2%,19%,-3%,i,
CC1=C(/C=C/C(=O)O)C(C)(C)CCC1,13%,5%,-5%,10%,i,
CCOc1ccc(S(=O)(=O)N2CCN(Cc3ccc4c(c3)OCO4)CC2)cc1OCC,-9%,9%,8%,-1%,i,
COc1ccc2cc3cc(C(=O)NCCCN4CCC(C)CC4)oc3nc2c1,11%,5%,-1%,13%,i,
COc1cccc(CN(C)C(=O)C(CCSC)NS(=O)(=O)c2ccc3c(c2)OCCO3)c1OC (stereo not drawn),2%,5%,-2%,1%,5.5%,
CCN(Cc1cc(=O)[nH]c2ccccc12)C(=O)c1ccc(C)cc1,-17%,-12%,-11%,6%,1.4%,
Cn1c(=O)c2c(ncn2CC(=O)N/N=C/C(Br)=C/c2ccccc2)n(C)c1=O,56%,-1%,?,-5%,1.3%,
CC(C)c1nc2cc(C(=O)NC(C)c3cnn(C)c3)ccc2o1 (stereo not drawn),10%,-4%,1%,3%,0.6%,
C=CCNc1nnc(Cc2ccc(F)cc2)c(=O)[nH]1,-13%,3%,4%,3%,i,
COc1ccc(CN2CCC(=O)N(CCO)CC2)cc1OC,-17%,-5%,-3%,7%,0.2%,
Cn1c(Cn2c(=O)sc3ccccc32)nnc1SCC(=O)NCc1ccc2c(c1)OCO2,-2%,8%,-10%,-5%,0.2%,

# Following part.
SMILES,M. tuberculosis,Salmonella PhoP GFP,H37Rv inhibition,H1N1 NS1A inhibition,inhibitors of VEEV,others
CS(=O)(=O)N(Cc1ccc(C(=O)NCCSCc2ccco2)cc1)c1ccccc1,2%,-16%,-7%,-10%,i,
COc1ccc(OCC(=O)N2c3ccccc3CCc3ccccc32)cc1,4%,-4%,7%,-3%,0.6%,
CN(C)c1ccc(/C=c2\sc3n(c2=O)CCCN=3)cc1,12%,-11%,41%,1%,3.9%,
O=C(NCc1ccco1)c1ccccc1Nc1ccc(F)cc1,9%,-8%,-8%,-1%,i,
Cc1ccc(C(=O)O)cc1NC(=S)NC(=O)c1ccc(COc2ccccc2)cc1,?,-3%,35%,-13%,1.3%,
COc1ccc(CN2CCCCC2C)cc1OC (stereo not drawn),6%,-13%,0%,-5%,0.8%,
CCOc1ccc(NC(=O)CSc2nnc(CCNC(=O)c3ccc(OC)cc3)n2C)cc1,15%,3%,6%,-3%,i,
Cc1ccc(N2C(=O)C(CN3CCCCC3)C2c2ccccc2)cc1 (stereo not drawn),39%,0%,-3%,13%,0.6%,
COc1ccc(Cl)cc1NC(=S)NCc1ccco1,?,-5%,0%,6%,i,inhibitors of VEEV 10K pilot screen=1.1
O=C(N[C@@H](Cc1ccccc1)C(=O)OCC(=O)N1CCOCC1)c1cccs1,-9%,7%,2%,9%,1.2%,
Cc1cc(NC(=S)Nc2cccnc2)ccc1Br,?,11%,?,-2%,1.2%,
c1ccc(N=Nc2cn[nH]c2-c2ccco2)cc1,.,.,.,-6%,4.2%,
Cc1nc2scc(-c3cccs3)c2c(=O)n1CC(=O)O,-18%,22%,-8%,0%,1.6%,
N#Cc1c(-c2ccccc2)oc(=O)c2ccccc12,27%,-3%,3%,-12%,i,
COc1ccccc1C(=O)N/C(=C/c1ccc2c(c1)OCO2)C(=O)Nc1ccc(C(=O)O)cc1,17%,8%,3%,5%,1.5%,
CCOC(=O)C1=C(COC(=O)c2cccc(Br)c2)NC(=O)NC1C (stereo not drawn),-12%,5%,-5%,-8%,1.3%,
CCCc1cc(-c2n[nH]c(C)c2-c2ccc(C(=O)OCC)o2)c(O)cc1O,20%,-10%,-5%,1%,i,
COc1ccc(OC)c(N=Cc2c(O)[nH]c(=O)[nH]c2=O)c1,6%,4%,-1%,-4%,0.5%,
COc1ccc(N2CC(C(=O)Nc3cccc(S(=O)(=O)N4CCCC4)c3)CC2=O)c(OC)c1 (stereo not drawn),-9%,-4%,0%,-4%,5.0%,
CC(/C=N/NC(=O)c1nnn(-c2nonc2N)c1C)=C\c1ccccc1,9%,1%,10%,6%,0.1%,

# Seven entries already listed, arranged by SMILES length, smallest number first:
SMILES,M. tuberculosis,Salmonella PhoP GFP,H37Rv inhibition,H1N1 NS1A inhibition,inhibitors of VEEV,others
COc1ccc(CN2CCCCC2C)cc1OC (stereo not drawn),6%,-13%,0%,-5%,0.8%,
COc1ccc(Cl)cc1NC(=S)NCc1ccco1,?,-5%,0%,6%,i,inhibitors of VEEV 10K pilot screen=1.1
c1ccc(N=Nc2cn[nH]c2-c2ccco2)cc1,.,.,.,-6%,4.2%,
N#Cc1c(-c2ccccc2)oc(=O)c2ccccc12,27%,-3%,3%,-12%,i,
Cc1ccc(N2C(=O)C(CN3CCCCC3)C2c2ccccc2)cc1 (stereo not drawn),39%,0%,-3%,13%,0.6%,
CC(/C=N/NC(=O)c1nnn(-c2nonc2N)c1C)=C\c1ccccc1,9%,1%,10%,6%,0.1%,
CS(=O)(=O)N(Cc1ccc(C(=O)NCCSCc2ccco2)cc1)c1ccccc1,2%,-16%,-7%,-10%,i,
